Screens from PubChem.
ARFGAP1 inh: inhibits rat ARF GTPase activating protein 1 | Arfgap1-stimulated ARF1 GTP hydrolysis, GDP FP detection | inhibition, % at 16.5 µM | actives 0.26% (n = 360,000) | AID 651572;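 active = inhibition above a per-plate limit, mean inhibition of low control wells plus 3 SD, cut at about 25% in these data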;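 note: 0% = DMSO wells with enzyme and 100% = wells lacking Arfgap1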
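Material: rat Arfgap1 GAP domain (His6, aa 1-136), purified enzyme. Also added: human ARF1(Δ1-17)-GTP substrate. Compound dosing: 16.5 µM single point, 1.26% DMSO. Timing: enzyme reaction 120 min at 25 °C after 20 min preincubation. Signal: GDP detection by fluorescence polarization. Read-out basis: percent inhibition of GAP-stimulated GDP formation, scaled between DMSO and no-Arfgap1 medians.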
NR1D1 modulator: Rev-erb alpha (human) modulation | actives 0.79% (n = 370,000) | Rev-erbα–FITC-DNA binding, fluorescence polarization, 90 min | AID 1259318 | activity, % at 10 µM | P20393;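 active = activity above about 14%, limit read from the data; passing the limit was not always enough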;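 note: 0% = DMSO wells with 35 nM protein and 100% = DMSO wells with 750 nM protein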
GC-A act: GC-A (human) enzyme activation; actives 0.14% (n = 370,000); activation, % at 10 µM; HEK293 GC-A cells, cGMP TR-FRET, EC30 ANP; 0% at EC30 ANP, 100% saturating ANP; in the data active = activation above about 40%
GC-B act: GC-B (human) receptor activation; P20594; HEK293-GC-B cells, CNP EC30, cGMP TR-FRET; 0% at EC30 CNP, 100% saturating CNP; activation, % at 10 µM; actives 0.11% (n = 370,000);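 active = activation at 10 µM reaching about 35% in either raw or pattern-adjusted values, limit read from the data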
Target sequence (P20594 whole entry, looked up): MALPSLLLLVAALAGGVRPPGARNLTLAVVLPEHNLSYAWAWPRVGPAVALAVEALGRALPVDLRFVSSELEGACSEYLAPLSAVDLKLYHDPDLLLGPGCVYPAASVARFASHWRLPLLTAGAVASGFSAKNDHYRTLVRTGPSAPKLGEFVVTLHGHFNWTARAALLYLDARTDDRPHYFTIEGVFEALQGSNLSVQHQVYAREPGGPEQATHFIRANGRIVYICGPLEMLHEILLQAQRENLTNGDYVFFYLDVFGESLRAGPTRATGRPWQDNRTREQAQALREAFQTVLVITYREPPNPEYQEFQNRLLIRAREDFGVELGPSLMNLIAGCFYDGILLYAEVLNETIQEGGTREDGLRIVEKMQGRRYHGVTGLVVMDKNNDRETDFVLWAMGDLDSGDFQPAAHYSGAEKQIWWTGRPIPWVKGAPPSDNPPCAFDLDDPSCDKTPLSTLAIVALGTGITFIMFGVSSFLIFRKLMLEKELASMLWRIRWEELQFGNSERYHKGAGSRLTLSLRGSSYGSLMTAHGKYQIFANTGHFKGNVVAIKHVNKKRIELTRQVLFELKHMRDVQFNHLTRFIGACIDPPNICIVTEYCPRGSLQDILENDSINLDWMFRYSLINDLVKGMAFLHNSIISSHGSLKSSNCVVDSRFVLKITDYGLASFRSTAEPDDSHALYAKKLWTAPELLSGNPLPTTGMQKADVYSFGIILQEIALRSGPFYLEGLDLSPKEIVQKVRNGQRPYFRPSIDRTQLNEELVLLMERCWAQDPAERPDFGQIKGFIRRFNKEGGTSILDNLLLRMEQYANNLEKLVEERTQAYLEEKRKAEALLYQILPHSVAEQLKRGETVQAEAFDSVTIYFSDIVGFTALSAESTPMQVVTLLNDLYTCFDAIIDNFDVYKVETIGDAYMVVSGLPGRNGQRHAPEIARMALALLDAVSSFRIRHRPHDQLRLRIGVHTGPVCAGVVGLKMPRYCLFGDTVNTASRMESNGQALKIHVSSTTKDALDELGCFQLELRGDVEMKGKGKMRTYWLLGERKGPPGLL
SMARCA2 activ: activators of SMARCA2 function; MG213 cells, MMTV-luciferase reporter, dexamethasone, overnight; actives 1% (n = 370,000); activation, % at 9.1 µM; in the data active = activation above about 7.8%;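 note: 0% = vehicle wells and 100% = reference activator wells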
PG9 Ab binder: small molecules binding HIV-1 gp120 antibody PG9; TR-FRET gp120-PG9 antibody binding; actives 0.43% (n = 360,000); inhibition, % at 6.7 µM; AID 624416; in the data active = inhibition above about 8.5%
HTRA1 inh: inhibitors of human serine peptidase HTRA1 | recombinant HTRA1, FP-rhodamine activity-based probe, fluorescence polarization | inhibition, % at 5.96 µM | actives 0.5% (n = 340,000); in the data active = inhibition above about 36%;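 note: 0% = enzyme with DMSO and 100% = wells lacking enzyme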
rCAG binder: r(CAG) repeat RNA binding; TO-PRO-1 dye displacement fluorescence; inhibition, % at 3 µM; actives 1.3% (n = 370,000); AID 651821;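 active = inhibition above the plate cutoff, the mean of all test compounds on that plate plus 3 SD, cut at about 35% in these data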;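 note: 0% = DMSO alone and 100% = 100 µM mitoxantrone as full dye displacement; higher means more dye released from RNA so lower well fluorescence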
ABHD4 inh: inhibitors of mouse ABHD4; actives 0.54% (n = 370,000); inhibition, % at 8.92 µM; purified mABHD4, FP-Rh probe fluorescence polarization; AID 720543; Q8VD66;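 active = inhibition exceeding the mean over every tested compound plus 3 SD, cut at about 30% in these data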;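 note: 0% = plate median of compound wells and 100% = S159A mutant with DMSO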
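System: mouse ABHD4 enzyme, wild type / Medium: HEPES pH 7.0, NaCl, Pluronic buffer / Reagent: FP-Rh activity-based fluorescent probe / Control set: S159A mutant high control, sample median low control / Detection: fluorescence polarization with parallel and perpendicular emission, 525/598 nm / Schedule: 45 min + 60 min at 25 °C / Compound dosing: 8.92 µM, single dose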
ASAP1 inh: blocks human ASAP1-stimulated Arf1 GTP hydrolysis | GDP FP detection | inhibition, % at 16.5 µM | actives 0.19% (n = 360,000); in the data active = inhibition above about 25%;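 note: 0% = vehicle with enzyme and substrate and 100% = no enzyme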
The depositor's hits bear a star; . = no result given.

Compound	NR1D1 modulator	ASAP1 inh	ABHD4 inh	HTRA1 inh	GC-A act	rCAG binder	PG9 Ab binder	ARFGAP1 inh	GC-B act	SMARCA2 activ
O=S1(=O)C[C@H](N2CCN(CC3CC3)CC2)[C@@H](COCc2ccccc2)N1	-4	0	4	.	4	1	0.5	-12	-4	-2
CN(c1ccccc1)S(=O)(=O)c1ccc(Cl)c(C(=O)OCC(=O)NCc2ccco2)c1	0	2	1	-7	-1	6	0.3	-9	2	-1
O=C(CN1CCN(c2nc(-c3ccccc3)cs2)CC1)NNC(=O)c1ccco1	-1	-4	5	10	-6	1	-0.6	11	-8	-1
O=C(Nc1cccnc1)Nc1ccc(Br)cc1Cl	6	8	-17	-34	3	6	1.2	-1	-1	-3
Cc1cccc(C)c1Nc1c(-c2ccc(N3CCOCC3)cc2)nc2cnccn12	6	-7	-2	4	6	0	2.5	-6	1	-3
COC(=O)c1ccccc1NC(=O)c1ccc2nccnc2c1	-2	4	-4	-12	-1	14	-0.1	-4	-7	-1
COc1ccc(CN(C)CC2CCCN(CCc3ccccc3C)C2)cc1O (configuration not stated)	3	-4	2	8	-8	-12	-0.7	-6	-4	0
O=C(O)CNC(=O)CCN1C(=O)c2ccccc2C1=O	5	-12	3	7	5	4	1.1	-5	3	0
COC(CNC(=O)CNC(=S)N(Cc1ccccc1)Cc1cccnc1)OC	-2	11	1	7	3	-6	0.2	-9	-1	0
Cc1cccc(NC(=O)CN2C(=O)C3CC=CCC3C2=O)c1C (configuration not stated)	-3	12	-4	6	0	4	-0.3	9	1	-3
COc1cc(NC(=O)C2CC(c3c(F)cccc3Cl)=NO2)cc(OC)c1OC (configuration not stated)	6	2	2	7	0	-6	-2.1	0	-1	-2
COc1ccccc1N1CCN(C(=O)COc2cc(C)cc3oc(=O)cc(C)c23)CC1	-10	9	-6	-3	-17	0	-0.1	0	-12	-2
COc1ccc(CNC(=O)c2ccccc2SC)cc1	-4	-14	0	-1	2	0	-0.7	-3	3	0
Cc1ccc(-c2nn3c(C)nnc3c3ccccc23)cc1S(=O)(=O)NCc1ccco1	-2	14	4	-5	13	-1	1.0	2	4	-1
COc1ccc(C2CC(=O)C=C(NCc3ccc4c(c3)OCO4)C2)cc1 (configuration not stated)	-5	-7	-19	3	1	-2	-0.9	-10	-1	-2
COc1ccccc1C(=O)Nc1ccc2c(c1)CCCN2C(=O)c1cccs1	-4	13	-2	-12	3	-5	-0.4	5	6	-2
CC(C)C[C@H](NC(=O)c1nc[nH]c1C(=O)NCCCCCNC(=O)OC(C)(C)C)C(=O)OCc1ccccc1	9	-7	-22	-3	-3	-3	-0.5	-5	4	-1
CCOC(=O)c1cc2c(c(CCO)n1)[C@@H](CCO)N(S(=O)(=O)C(C)(C)C)C2	-1	-1	4	8	1	2	-1.6	5	4	1
Cc1ccc(C)c(C(=O)COC(=O)c2nn(C)c(=O)c3ccccc23)c1	2	-3	-2	-11	-2	2	1.8	-2	0	-6
Cc1[nH]c(=O)c(C#N)cc1-c1ccccc1	-1	-3	-1	-1	0	1	-0.6	1	-2	1
CCCCCCCN1N=C(C)C(C(=O)c2ccccc2)C1=O (configuration not stated)	-2	13	1	6	4	6	-0.7	10	-2	-3
O=c1[nH]n(-c2ccccc2)c(=O)cc1Cl	3	-4	-5	-3	-4	1	0.0	-5	0	-2
COc1ccccc1NC(=O)c1c([N+](=O)[O-])c(C(C)(C)C)nn1C	-3	-8	-8	6	-4	-2	-2.4	5	-7	-3
CN(C)CCCNC(=O)c1ccc(/C=N/O)nc1	7	1	-7	7	6	-1	-1.0	1	-1	-4
CCc1ccc(NC(=O)CSc2nc3ccccc3c(=O)n2CCCC(=O)NCCCN2CCOCC2)cc1	-6	7	-5	-4	5	-5	-2.0	-2	-6	4
COc1ccc(OC)c(/C=N/Nc2nc(C)cc(=O)[nH]2)c1	7	0	-8	3	0	6	-2.5	-7	7	-3
COc1ccccc1N1CCN(/N=C/c2ccc(Cl)c([N+](=O)[O-])c2)CC1	-5	1	-4	3	1	-1	-2.0	-12	-6	4
CCOC(=O)C1CCCN(Cc2nc(CC3CC3)no2)C1 (configuration not stated)	-6	-1	1	10	2	0	0.1	8	2	-1
CCOc1ccc(S(=O)(=O)N2CCN(C(=O)Cc3n[nH]c(=O)c4ccccc34)CC2)cc1	4	-15	-4	1	-5	0	0.4	-8	8	-3
COc1ccc(CCNC(=O)Nc2ccc3c(c2)[C@@]2(CC(=O)N(CC(C)C)C2c2ccccc2)C(=O)N3C)cc1OC (some centres not stated)	2	.	7	.	5	6	.	.	5	-2
CC1CCCC(C)N1C(=O)COC(=O)CNS(=O)(=O)c1ccc2ccccc2c1 (configuration not stated)	5	9	-9	-5	-1	2	-2.3	-8	1	-4
CCNC(=O)C1(C)CCCN(Cc2cccc3c(OC)cc(C(=O)OCC)cc23)C1 (configuration not stated)	-6	18	0	.	-3	1	-0.3	-3	-2	-5
Cc1ccc(S(=O)(=O)N2CCN(C(C(=O)Nc3ccc(F)cc3)c3ccccc3)CC2)cc1 (configuration not stated)	7	11	-21	-41	-10	7	0.3	-7	-5	-5
O=C(Nc1nnc(-c2cccs2)o1)c1cccc(C(F)(F)F)c1	-4	-16	-10	4	2	14	3.2	4	5	-2
CNC(=O)CC(C(=O)O)c1ccc(OCC(C)C)cc1 (configuration not stated)	-5	-11	-2	5	3	0	-0.6	2	8	-2
C=CCN1C(=O)C(C)NC1=S (configuration not stated)	-8	-9	-9	1	3	2	-0.3	1	-1	0

Ordered by the number under HTRA1 inh (ascending): three from the list above.
| SMILES | NR1D1 modulator | ASAP1 inh | ABHD4 inh | HTRA1 inh | GC-A act | PG9 Ab binder | ARFGAP1 inh | GC-B act | SMARCA2 activ |
| --- | --- | --- | --- | --- | --- | --- | --- | --- | --- |
| CC1CCCC(C)N1C(=O)COC(=O)CNS(=O)(=O)c1ccc2ccccc2c1 (configuration not stated) | 5 | 9 | -9 | -5 | -1 | -2.3 | -8 | 1 | -4 |
| CCc1ccc(NC(=O)CSc2nc3ccccc3c(=O)n2CCCC(=O)NCCCN2CCOCC2)cc1 | -6 | 7 | -5 | -4 | 5 | -2.0 | -2 | -6 | 4 |
| CCOC(=O)C1CCCN(Cc2nc(CC3CC3)no2)C1 (configuration not stated) | -6 | -1 | 1 | 10 | 2 | 0.1 | 8 | 2 | -1 |

Following part.
Compound	NR1D1 modulator	ASAP1 inh	ABHD4 inh	HTRA1 inh	GC-A act	rCAG binder	PG9 Ab binder	ARFGAP1 inh	GC-B act	SMARCA2 activ
COc1cccc(C(=O)Oc2ccc(/C=N/NC(=O)c3ccncc3)cc2OC)c1	5	3	-4	-4	4	1	-2.1	-2	4	-4
COc1ccccc1N1CCN(S(=O)(=O)c2cn(C)cn2)CC1	-4	-2	3	6	2	1	-0.1	-4	4	-1
CCc1ccc(NS(=O)(=O)c2ccc3[nH]cc(C(=O)NCC4CCCO4)c(=O)c3c2)cc1 (configuration not stated)	-4	-3	-34	-27	2	16	1.5	-5	-4	-2
COc1ccc(-n2cc(C#N)c(=O)[nH]c2=O)cc1	1	12	5	-2	1	-3	-0.8	2	-2	-4
COc1ccc(CCNC(=O)c2cc(-c3ccc(Cl)c(Cl)c3)oc2C)cc1	2	2	-6	-11	1	5	0.6	-15	6	-4
O=C(C1CCCCC1)N1CCC(n2nnc3ccccc32)CC1	0	3	-1	-2	-3	-5	0.2	-2	-2	1
COc1ccc(CNC(=O)c2cc(-c3cc(C)ccc3O)n[nH]2)cc1	0	12	-12	-22	-1	-2	-2.1	13	-2	0
CSCC(=O)N1CCC(n2nccc2NC(=O)c2ccc3c(c2)OCO3)CC1	6	9	1	2	-1	2	-0.5	-4	-1	6
COc1ccc(C(=O)N2CCn3c(C)ccc3C2C)cc1 (configuration not stated)	-4	-2	0	8	3	7	-1.1	13	6	-2
O=C(NCCc1ccccn1)c1ccc(NS(=O)(=O)c2ccc(F)cc2)cc1	-4	13	-1	4	-6	2	0.9	19	-5	2
C/C(=N\NC(=O)c1ccc(Br)cc1)c1ccccc1	-2	15	6	-2	3	-1	-0.1	13	1	2
CC(=O)NCCC(=O)N1CCCC(C(=O)c2ccc3c4c(cccc24)CC3)C1 (configuration not stated)	-1	6	6	3	-2	-1	-1.4	-5	5	-6
O=C(C1CCC(C(=O)N2CCCCC2)CC1)N1CCCCC1 (configuration not stated)	4	-3	6	8	1	-5	2.2	2	2	1
O=C(N[C@@H](Cc1ccc(O)cc1)C(=O)O)c1cccnc1	0	-4	5	2	1	2	-0.2	9	-1	1
CCCCOc1ccc(CNC(=S)N/N=C/c2ccc(OC)c(OC)c2)cc1	2	16	-9	-34	-2	8	0.4	10	-12	1
C/C(CC(=O)Nc1ccc(Cl)cc1C(F)(F)F)=N\NC(N)=S	-2	-4	1	.	2	-1	0.2	3	4	-4
C[C@@]12C(=O)N(c3ccc(Cl)cc3)C(=O)N1[C@@H]1c3ccccc3OC[C@@H]1[C@H]2c1ccccc1	7	1	-16	-16	-3	8	-1.7	2	-3	-1
O=C(COC(=O)c1cc[n+]([O-])cc1)Nc1ccc(Cl)cc1[N+](=O)[O-]	-3	1	4	4	-3	2	-1.6	-7	3	-1
O=C1C2C3CCC(CC3)C2C(=O)N1c1ccccc1 (configuration not stated)	-3	0	1	3	4	1	2.4	-5	4	-1
O=S(=O)(Nc1ccc(-c2cn3ccccc3n2)cc1)c1ccccc1	7	-24	1	5	2	5	-0.2	-4	-4	-1
CCN(CC)CCCOC(=O)C(c1ccccc1)c1ccccc1	2	-10	-4	2	-4	-10	0.0	3	-5	-4
CCOC(=O)C(=O)NC1CC=CCC1c1ccc2c(c1)OCO2 (configuration not stated)	0	-4	0	11	5	2	-1.7	0	4	-3
